NSD2 inh – inhibitors of human NSD2, primary screen, biochemical, plate reader, single point | Histone-lysine N-methyltransferase NSD2 (Homo sapiens), O96028 | 44,000 tested, 0.07% active | NSD2-SET H3K36me1 DELFIA fluorescence | inhibition, % at 12.5 µM; in the data active = inhibition above about 54%, passing the limit was not always enough;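 also: inhibitors reduce the monomethyl H3K36 fluorescence signal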
Target sequence (O96028 whole entry, looked up): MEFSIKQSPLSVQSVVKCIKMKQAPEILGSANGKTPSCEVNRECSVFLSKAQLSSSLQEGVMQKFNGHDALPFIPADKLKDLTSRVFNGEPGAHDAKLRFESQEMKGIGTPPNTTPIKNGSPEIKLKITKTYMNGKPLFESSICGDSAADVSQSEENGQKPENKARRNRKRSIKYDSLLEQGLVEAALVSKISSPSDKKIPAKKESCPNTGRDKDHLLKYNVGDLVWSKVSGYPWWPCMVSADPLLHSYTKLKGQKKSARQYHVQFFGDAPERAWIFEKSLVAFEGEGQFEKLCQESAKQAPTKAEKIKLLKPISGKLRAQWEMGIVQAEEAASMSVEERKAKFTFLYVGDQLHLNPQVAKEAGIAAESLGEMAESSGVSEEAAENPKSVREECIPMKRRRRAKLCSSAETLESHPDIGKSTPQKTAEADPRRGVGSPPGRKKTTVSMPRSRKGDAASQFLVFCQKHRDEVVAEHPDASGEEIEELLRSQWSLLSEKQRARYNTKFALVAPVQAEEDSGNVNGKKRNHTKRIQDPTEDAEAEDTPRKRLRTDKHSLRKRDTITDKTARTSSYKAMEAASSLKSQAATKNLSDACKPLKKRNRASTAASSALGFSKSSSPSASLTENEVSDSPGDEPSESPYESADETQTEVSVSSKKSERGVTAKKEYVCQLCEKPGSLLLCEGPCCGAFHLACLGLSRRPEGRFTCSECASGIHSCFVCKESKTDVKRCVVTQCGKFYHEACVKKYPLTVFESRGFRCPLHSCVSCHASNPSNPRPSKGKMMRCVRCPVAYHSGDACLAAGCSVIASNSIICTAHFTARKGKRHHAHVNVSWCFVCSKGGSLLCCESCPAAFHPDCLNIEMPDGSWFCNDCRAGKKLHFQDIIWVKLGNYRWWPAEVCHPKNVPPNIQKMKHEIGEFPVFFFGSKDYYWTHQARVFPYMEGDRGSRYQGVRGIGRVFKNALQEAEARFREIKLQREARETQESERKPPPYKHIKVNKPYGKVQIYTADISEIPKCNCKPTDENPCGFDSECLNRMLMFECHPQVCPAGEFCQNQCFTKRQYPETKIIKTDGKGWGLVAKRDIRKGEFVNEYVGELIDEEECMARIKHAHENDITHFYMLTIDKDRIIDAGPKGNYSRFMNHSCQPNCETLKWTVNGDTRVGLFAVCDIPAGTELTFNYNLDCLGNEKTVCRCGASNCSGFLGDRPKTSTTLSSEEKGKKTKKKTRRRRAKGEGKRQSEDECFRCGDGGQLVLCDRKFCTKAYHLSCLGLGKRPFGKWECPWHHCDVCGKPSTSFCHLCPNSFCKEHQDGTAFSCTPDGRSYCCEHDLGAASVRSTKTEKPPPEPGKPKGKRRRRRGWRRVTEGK
* marks the source's active call; other numbers are inactive results; & = joins results of further samples. These rows are one share of the data; the hit share may differ from the screen's.

NSD2 inh | SMILES
2 | CC(C)NC(=O)N(C)C[C@H]1OCCCC[C@H](C)Oc2ccc(NS(=O)(=O)c3cccs3)cc2C(=O)N([C@@H](C)CO)C[C@H]1C
-2 | C[C@@H]1CCCCO[C@H](CN(C)Cc2ccncc2)[C@H](C)CN([C@@H](C)CO)C(=O)c2cc(NC(=O)Cc3ccccc3)ccc2O1
2 | CNC[C@@H]1Oc2cc(C#Cc3ccccc3F)ccc2S(=O)(=O)N([C@H](C)CO)C[C@H]1C
3 | COc1ccc(CN(C)C[C@@H]2Oc3c(NC(=O)c4nc5ccccc5s4)cccc3C(=O)N([C@H](C)CO)C[C@H]2C)cc1
1 | COCCNC(=O)C[C@H]1C[C@@H]2c3cc(NC(=O)COC)ccc3O[C@@H]2[C@@H](CO)O1
-1 | C[C@H](CO)N1C[C@H](C)[C@@H](CN(C)C(=O)C2CCCCC2)OCCCC[C@H](C)Oc2ccc(NS(=O)(=O)c3cccs3)cc2C1=O
7 | CC(C)NC(=O)Nc1ccc2c(c1)C(=O)N([C@H](C)CO)C[C@@H](C)[C@H](CN(C)S(=O)(=O)c1cccs1)OCCCC[C@@H](C)O2
8 | COc1ccccc1-c1ccc2c(c1)O[C@H](CN(C)C(C)=O)[C@@H](C)CN([C@H](C)CO)S2(=O)=O
9 | CNC[C@H]1OCCCC[C@@H](C)Oc2ccc(NC(=O)Nc3cccc4ccccc34)cc2C(=O)N([C@@H](C)CO)C[C@@H]1C
1 | CCCC#Cc1ccc2c(c1)O[C@H](CN(C)Cc1ccccc1)[C@@H](C)CN([C@@H](C)CO)S2(=O)=O
11 | C[C@H](CO)N1C[C@H](C)[C@H](CN(C)C(=O)Nc2ccccc2)Oc2c(NC(=O)c3cnccn3)cccc2C1=O
4 | Cc1noc(C)c1NC(=O)N(C)C[C@@H]1Oc2ccc(NS(=O)(=O)c3ccc(F)cc3)cc2CC(=O)N([C@@H](C)CO)C[C@@H]1C
0 | O=C(NC1CC1)C1=C[C@@H](C2CC2)C[C@@H](OCc2ccc(CO)cc2)O1
1 | C[C@@H]1CN([C@@H](C)CO)C(=O)c2cc(NC(=O)Nc3ccccc3)ccc2O[C@H]1CN(C)Cc1ccc(C(=O)O)cc1
-3 | C[C@H]1CN([C@@H](C)CO)C(=O)c2cc(NC(=O)Nc3cccc4ccccc34)ccc2O[C@H]1CN(C)Cc1ccc(C(=O)Nc2ccccc2N)cc1

(further entries)
NSD2 inh | SMILES
0 | O=C(C[C@H]1C[C@H]2c3cc(NC(=O)Cc4ccncc4)ccc3O[C@H]2[C@H](CO)O1)NCc1ccc2c(c1)OCO2
-3 | COc1ccc(S(=O)(=O)Nc2ccc3c(c2)C(=O)N([C@@H](C)CO)C[C@@H](C)[C@@H](CN(C)C(=O)Nc2ccc(C(F)(F)F)cc2)O3)cc1
-1 | C=CCNC(=O)[C@H]1[C@@H]2C(=O)O[C@@H](c3ccccc3)[C@@H](c3ccccc3)N2[C@@H](c2ccc(O)cc2)[C@]12C(=O)Nc1ccc(C#CC3(O)CCCCCC3)cc12
-9 | O=C(NCc1ccccc1)C1=C[C@H](c2csc3ccccc23)C[C@H](OCCCCO)O1
3 | C[C@@H]1CN([C@@H](C)CO)C(=O)c2cc(-c3cccnc3)cnc2O[C@H]1CN(C)S(C)(=O)=O
-4 | CC(C)C#Cc1cnc2c(c1)C(=O)N([C@H](C)CO)C[C@@H](C)[C@H](CN(C)C(=O)Nc1ccccc1)O2
3 | CC(=O)N(C)C[C@H]1Oc2ncc(C#Cc3ccccn3)cc2C(=O)N([C@@H](C)CO)C[C@@H]1C
2 | Cc1ccc(S(=O)(=O)Nc2ccc3c(c2)C(=O)N([C@@H](C)CO)C[C@@H](C)[C@@H](CN(C)Cc2ccccc2)O3)cc1
-20 | COCC(=O)N(C)C[C@H]1Oc2cc(-c3cccnc3)ccc2S(=O)(=O)N([C@@H](C)CO)C[C@@H]1C
2 | C[C@@H]1CN([C@H](C)CO)C(=O)c2cccc(NC(=O)Nc3ccc(C(F)(F)F)cc3)c2O[C@H]1CN(C)S(=O)(=O)c1ccc(Cl)cc1
2 | C[C@@H]1CN([C@H](C)CO)C(=O)c2cc(N(C)C)ccc2O[C@H]1CN(C)Cc1ccc(-c2ccccc2)cc1
-4 | CCC(=O)N(C)C[C@@H]1Oc2cc(C#C[C@H](C)O)ccc2S(=O)(=O)N([C@H](C)CO)C[C@@H]1C
-2 | Cc1noc(C)c1NC(=O)N(C)C[C@@H]1Oc2c(NS(C)(=O)=O)cccc2C(=O)N([C@@H](C)CO)C[C@H]1C
0 | C[C@@H]1CN([C@@H](C)CO)C(=O)Cc2cc(NC(=O)C3CCCCC3)ccc2O[C@H]1CN(C)Cc1ccccc1
0 | CN1CCN(C(=O)C[C@@H]2C[C@H]3c4cc(NC(=O)C5CCC5)ccc4O[C@H]3[C@H](CO)O2)CC1

A second format for part of the listing above:
CC(C)C#Cc1cnc2c(c1)C(=O)N([C@H](C)CO)C[C@@H](C)[C@H](CN(C)C(=O)Nc1ccccc1)O2
  NSD2 inh: -4

CC(=O)N(C)C[C@H]1Oc2ncc(C#Cc3ccccn3)cc2C(=O)N([C@@H](C)CO)C[C@@H]1C
  NSD2 inh: 3

Cc1ccc(S(=O)(=O)Nc2ccc3c(c2)C(=O)N([C@@H](C)CO)C[C@@H](C)[C@@H](CN(C)Cc2ccccc2)O3)cc1
  NSD2 inh: 2

Next part
NSD2 inh | SMILES
2 | C[C@@H]1CN([C@H](C)CO)C(=O)c2cccc(NC(=O)CCCCCC(=O)Nc3ccccc3N)c2O[C@@H]1CN(C)Cc1ccccc1
-2 | Cc1noc(C)c1NC(=O)Nc1ccc2c(c1)C(=O)N([C@@H](C)CO)C[C@@H](C)[C@@H](CN(C)C(=O)NC(C)C)OCCCC[C@@H](C)O2
-5 | COc1ccc(NC(=O)N(C)C[C@H]2Oc3ccc(NC(=O)C4CC4)cc3C(=O)N([C@H](C)CO)C[C@@H]2C)cc1
3 | COc1ccccc1S(=O)(=O)N(C)C[C@@H]1Oc2ncc(-c3ccc(C)cc3)cc2C(=O)N([C@H](C)CO)C[C@H]1C
16 | CCCN(C)C[C@H]1OCCCC[C@H](C)Oc2ccc(NC(=O)Nc3ccc(C(F)(F)F)cc3)cc2C(=O)N([C@@H](C)CO)C[C@H]1C
-2 | C[C@@H]1CN([C@H](C)CO)C(=O)c2cc(NS(C)(=O)=O)ccc2O[C@@H]1CN(C)Cc1ccc(Cl)c(Cl)c1
-1 | O=C(NO)c1ccc(C(=O)N/N=C/c2cc(Cl)cc(Cl)c2O)cc1
1 | COc1cc(O)cc2c1C(=O)OC(C)C2 (configuration not stated)
2&-2 | C[C@H](CO)N1C[C@H](C)[C@H](CN(C)C(=O)Nc2ccc(F)cc2)Oc2ncc(Br)cc2C1=O
-2 | COc1ccc(CN(C)C[C@@H]2Oc3ccc(NC(=O)Nc4cccc5ccccc45)cc3CC(=O)N([C@H](C)CO)C[C@H]2C)cc1
-8 | CCC(=O)N(C)C[C@@H]1Oc2ncc(-c3ccc(F)cc3)cc2C(=O)N([C@@H](C)CO)C[C@H]1C
0 | C[C@H]1CN([C@@H](C)CO)C(=O)c2cc(NS(C)(=O)=O)ccc2O[C@H]1CN(C)Cc1ccc(C(=O)O)cc1
2 | Cc1noc(C)c1S(=O)(=O)N(C)C[C@H]1OCCCC[C@@H](C)Oc2ccc(NC(=O)CCC(F)(F)F)cc2C(=O)N([C@H](C)CO)C[C@@H]1C
-5 | [N-]=[N+]=NCc1ccccc1C[C@@]1(C(N)=O)N=C(c2ccc(OCCCO)cc2)O[C@@H]1c1ccccc1
2 | C[C@@H]1CN([C@@H](C)CO)C(=O)c2cc(NC(=O)C3CCCCC3)ccc2O[C@H]1CN(C)Cc1ccccc1

Individual results from above.
Under NSD2 inh, COc1cc(O)cc2c1C(=O)OC(C)C2 (configuration not stated) is entered as 1
Under NSD2 inh, CCC(=O)N(C)C[C@@H]1Oc2ncc(-c3ccc(F)cc3)cc2C(=O)N([C@@H](C)CO)C[C@H]1C is entered as -8
Under NSD2 inh, Cc1noc(C)c1S(=O)(=O)N(C)C[C@H]1OCCCC[C@@H](C)Oc2ccc(NC(=O)CCC(F)(F)F)cc2C(=O)N([C@H](C)CO)C[C@@H]1C is entered as 2
Under NSD2 inh, COc1ccc(CN(C)C[C@@H]2Oc3ccc(NC(=O)Nc4cccc5ccccc45)cc3CC(=O)N([C@H](C)CO)C[C@H]2C)cc1 is entered as -2
Under NSD2 inh, COc1ccccc1S(=O)(=O)N(C)C[C@@H]1Oc2ncc(-c3ccc(C)cc3)cc2C(=O)N([C@H](C)CO)C[C@H]1C is entered as 3
Under NSD2 inh, C[C@H]1CN([C@@H](C)CO)C(=O)c2cc(NS(C)(=O)=O)ccc2O[C@H]1CN(C)Cc1ccc(C(=O)O)cc1 is entered as 0

Additional compounds follow:
NSD2 inh | SMILES
-5 | COc1ccc(NC(=O)Nc2ccc3c(c2)C(=O)N([C@H](C)CO)C[C@H](C)[C@H](CN(C)Cc2ccc(Cl)c(Cl)c2)O3)cc1
-7 | COc1cc(-c2cc(=O)c3c(O)c(OC)c(OC)c(OC)c3o2)cc(OC)c1OC
-7 | C[C@@H]1CN([C@H](C)CO)C(=O)Cc2cc(NC(=O)Nc3ccc4c(c3)OCO4)ccc2O[C@H]1CN(C)C(=O)Nc1ccc(C(F)(F)F)cc1
-2 | COc1ccc(CN(C)C[C@H]2Oc3ccc(NC(=O)Cc4cn(C)c5ccccc45)cc3C(=O)N([C@H](C)CO)C[C@H]2C)cc1
-3 | CC(C)NC(=O)Nc1ccc2c(c1)C(=O)N([C@@H](C)CO)C[C@H](C)[C@@H](CN(C)Cc1ccncc1)OCCCC[C@@H](C)O2
-4 | COc1cc(/C=N/NC(=O)c2ccccn2)cc(OC)c1OC
-8 | COc1ccccc1S(=O)(=O)N(C)C[C@@H]1Oc2cc(/C=C/c3ccccc3)ccc2S(=O)(=O)N([C@@H](C)CO)C[C@H]1C
4 | COc1ccc(NC(=O)N(C)C[C@H]2Oc3ccc(NC(=O)Nc4ccccc4)cc3CC(=O)N([C@@H](C)CO)C[C@H]2C)cc1
5 | C[C@H]1CN([C@@H](C)CO)S(=O)(=O)c2ccc(Br)cc2O[C@@H]1CN(C)Cc1cncnc1
2 | CC(C)C#Cc1cnc2c(c1)C(=O)N([C@@H](C)CO)C[C@H](C)[C@H](CN(C)C(=O)CCN1CCCCC1)O2
-37 | CNC[C@@H]1Oc2ccc(NC(=O)Nc3c(C)noc3C)cc2CC(=O)N([C@@H](C)CO)C[C@H]1C
0 | CN(C)C(=O)C[C@@H]1C[C@@H]2c3cc(NC(=O)C4CCOCC4)ccc3O[C@@H]2[C@@H](CO)O1
-6 | C[C@@H]1CCCCO[C@H](CN(C)Cc2ccc(C(F)(F)F)cc2)[C@@H](C)CN([C@@H](C)CO)C(=O)c2cc(NS(=O)(=O)c3cccs3)ccc2O1
3 | C[C@@H]1CN([C@@H](C)CO)C(=O)c2cc(NC(=O)CCCCCC(=O)Nc3ccccc3N)ccc2O[C@H]1CN(C)S(=O)(=O)c1ccc(F)cc1
1 | C[C@H]1CN([C@@H](C)CO)C(=O)Cc2cc(N(C)C)ccc2O[C@@H]1CN(C)Cc1ccccc1

Later entries:
NSD2 inh | SMILES
-2 | C[C@@H]1CN([C@H](C)CO)S(=O)(=O)c2ccc(C#CCN(C)C)cc2O[C@@H]1CN(C)Cc1cccnc1
14 | C[C@@H]1CN([C@@H](C)CO)S(=O)(=O)c2ccc(-c3cncnc3)cc2O[C@@H]1CN(C)Cc1ccc(Oc2ccccc2)cc1
5 | COc1ccccc1-c1cnc2c(c1)C(=O)N([C@@H](C)CO)C[C@@H](C)[C@H](CN(C)Cc1ccc(C(=O)O)cc1)O2
-4 | CC(C)CC#Cc1cnc2c(c1)C(=O)N([C@@H](C)CO)C[C@H](C)[C@H](CN(C)C(=O)c1cccc(F)c1)O2
-1 | C[C@@H]1CN([C@H](C)CO)C(=O)c2cccc(NC(=O)C3CCCCC3)c2O[C@@H]1CN(C)Cc1ccc(C(F)(F)F)cc1
-4 | COC(=O)CCCCCCC(=O)N/N=C/c1c(OC)cc(O)cc1OC
-2 | Cc1noc(C)c1NC(=O)Nc1ccc2c(c1)C(=O)N([C@@H](C)CO)C[C@@H](C)[C@@H](CN(C)C(=O)Nc1cccc3ccccc13)OCCCC[C@@H](C)O2
-2 | CC(C)NC(=O)Nc1ccc2c(c1)C(=O)N([C@H](C)CO)C[C@H](C)[C@H](CN(C)S(=O)(=O)c1cn(C)cn1)OCCCC[C@H](C)O2
8 | NCCCCCCNS(=O)(=O)c1cccc2c(Cl)cccc12
0 | CNC[C@H]1OCCCC[C@H](C)Oc2ccc(N(C)C)cc2C(=O)N([C@H](C)CO)C[C@H]1C
-2 | C[C@@H]1CN([C@H](C)CO)C(=O)c2cc(-c3cccnc3)cnc2O[C@H]1CN(C)C(=O)Nc1ccc2c(c1)OCO2
-1 | COCC#Cc1cnc2c(c1)C(=O)N([C@H](C)CO)C[C@H](C)[C@H](CN(C)C(=O)Cc1cccnc1)O2
-7 | C#CCNC(=O)C1=C[C@H](C(C)(C)C)C[C@H](OCCCCO)O1
2 | C[C@H]1CN([C@@H](C)CO)C(=O)c2cc(-c3ccncc3)cnc2O[C@H]1CN(C)C(=O)NC1CCCC1
5 | C[C@H](O)C#Cc1cnc2c(c1)C(=O)N([C@@H](C)CO)C[C@@H](C)[C@H](CN(C)Cc1cncnc1)O2

Going on with the list.
NSD2 inh | SMILES
4 | C[C@@H]1CN([C@H](C)CO)C(=O)c2cc(C#CC3CCCCC3)cnc2O[C@@H]1CN(C)S(=O)(=O)c1ccccc1
-2 | COc1ccc(-c2ccc3c(c2)O[C@@H](CN(C)Cc2ccccc2C(=O)O)[C@@H](C)CN([C@H](C)CO)S3(=O)=O)cc1
-4 | C[C@@H]1CN([C@@H](C)CO)C(=O)c2cc(NC(=O)c3ccccc3)ccc2O[C@@H](C)CCCCO[C@H]1CN(C)C(=O)c1ccccc1
2 | C[C@H]1CN([C@@H](C)CO)C(=O)c2cc(NC(=O)Cc3cn(C)c4ccccc34)ccc2O[C@H]1CN(C)S(C)(=O)=O
-3 | C=CCN(Cc1ccccc1)C(=O)[C@@H]1N(C(C)(C)C)C(=O)[C@H]2[C@H](C(=O)O)[C@@H]3C=C[C@]12O3
1 | C[C@@H]1CN([C@@H](C)CO)C(=O)c2c(c3ccccc3n2C)-c2ccccc2CO[C@@H]1CN(C)C(=O)N[C@H](C)c1ccccc1

Screening results deposited in PubChem by Broad Institute.
